LMNA splice mod – LMNA splicing modulation | HeLa LMNA splicing GFP/RFP minigene ratio, 48 h | Potency, µM (top dose mostly 46.1 µM), for the others: at the highest dose ratio change, negative = inhibition, hits mostly inhibitors | hit rate 0.01% among 200,000; active = well fitted inhibition curve with a large enough effect in the signal ratio, with a control signal flat, not every such curve was filed as active; inconclusive = small, poorly fitted or top-dose-only effect, or effect the other way, or a change in a side signal; the % refers to the signal ratio; note: potency is the fitted concentration of half-maximal effect; % is set by controls: 0 for no effect and ±100 for the full control effect
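Read-out is the ratio of GFP to DsRed2 object intensity, acquired by 488 nm laser-scanning cytometry on HeLa lamin A-EGFP minigene reporter cells. Compound incubation 48 hrs at 37 °C in Opti-MEM with 2% FBS; DMSO 0.5% final.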
GAA inhib – inhibitors of human lysosomal alpha-glucosidase; Potency, µM (highest dose often 76.9 µM), inactives show at the highest dose activity change, negative = inhibition, actives largely listed as inhibitors; hit rate 0.005% among 200,000; purified human GAA, 4-MU-alpha-glucoside fluorescence; P10253; AID 1466;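 note: potency is the fitted concentration of half-maximal effect; plate controls were uninhibited enzyme wells for no effect and no-enzyme background for full effect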
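Activity normalized between no-enzyme (basal) and enzyme-only wells. Conditions: 4 nM human enzyme, 400 uM fluorogenic substrate, citrate/phosphate pH 5.0 with Tween-20, 20 min room temperature, compounds up to 77 uM.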
GAA glycogen mod – alters human alpha-glucosidase cleavage of glycogen | P10253 | recombinant GAA, glycogen substrate, Amplex Red glucose oxidase fluorescence | Potency, µM (doses to about 76.4 µM), for the others: at the top dose activity change, negative = inhibition, actives largely listed as inhibitors | hit rate 0.38% among 300,000;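 note: potency is the fitted concentration of half-maximal effect; 0% = full enzyme reaction and -100% = no-enzyme basal signal; the screen sought inhibitors and activators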
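Recombinant human alpha-glucosidase (4 nM final) hydrolysed bovine liver glycogen (30 ug) for 40 min at 37 C in pH 5.0 citrate/phosphate with 0.01% Tween-20. Released glucose detected by glucose oxidase/Amplex Red, Ex 573/Em 610 nm. Compounds up to 77 uM; AC50 from Hill fits.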
HTT cytoprotect – cytoprotection in Huntington HTT-Q103 PC12 cell model; PC12 HTT-Q103 induced, cytoprotection, ATP luminescence, 40 h; Potency, µM (doses to about 56.4 µM), for inactives: cytoprotection (ATP increase), most hits filed as activators; hit rate 0.14% among 230,000; AID 1471;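 note: potency is the fitted concentration of half-maximal effect; % of control where 0% means no effect; nearly all actives have a fitted effect of over 45% in size; toxic huntingtin expression switched on by the ecdysone agonist tebufenozide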
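Quantitative HTS on tebufenozide-induced (100 nM) PC12 cells expressing HTTQ103 exon 1–GFP; compounds tested as a concentration series; survival measured via cellular ATP.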
aGlu spleen mod – inhibitors or activators of human alpha-glucosidase in spleen homogenate; P10253; human spleen homogenate, 4-MU-alpha-glucoside fluorescence; Potency, µM (series often up to 79.9 µM), without a hit: at the top dose activity change, negative = inhibition, most hits filed as inhibitors; hit rate 0.006% among 240,000; AID 2112;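 note: potency is the fitted concentration of half-maximal effect; 0% = enzyme with vehicle and -100% = no enzyme basal signal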
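Human spleen homogenate (1 ug) incubated with compounds and 1 mM 4-methylumbelliferyl-alpha-D-glucopyranoside in pH 5.0 citrate/phosphate buffer, 37 C, 40 min. Stopped at pH 10; 4-MU fluorescence (Ex 365/Em 440 nm); AC50 by Hill fit.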
HttQ103 aggreg – mutant huntingtin aggregation inhibition; PC12 HttQ103-GFP aggregates, Acumen cytometry, 40 h; Potency, µM (doses to about 46.1 µM), for the others: at the highest dose activity change, negative = inhibition, usual class: inhibitors; hit rate 1.1% among 220,000; AID 1688; note: potency is the fitted concentration of half-maximal effect; % is set by controls: 0 for no effect and ±100 for the full control effect; nearly all actives have a fitted effect of over 60% in size
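PC12/HTTQ103-GFP, ecdysone-inducible; teb 100 nM; cpd qHTS titration; GFP aggregates read on laser cytometer, Ex 488/Em 500-530 nm.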
CBFb-RUNX1 inh – blocks binding between human CBF-beta and RUNX1. AlphaScreen CBFb-His/RUNX1-biotin binding, biochemical. Potency, µM (highest dose often 59.8 µM), inactives show at the highest dose activity, negative = inhibition, most hits filed as inhibitors. 230,000 tested, under 10 active. AID 1477; note: % of control where 0% means no effect
Target sequence (Q01196 whole entry, looked up): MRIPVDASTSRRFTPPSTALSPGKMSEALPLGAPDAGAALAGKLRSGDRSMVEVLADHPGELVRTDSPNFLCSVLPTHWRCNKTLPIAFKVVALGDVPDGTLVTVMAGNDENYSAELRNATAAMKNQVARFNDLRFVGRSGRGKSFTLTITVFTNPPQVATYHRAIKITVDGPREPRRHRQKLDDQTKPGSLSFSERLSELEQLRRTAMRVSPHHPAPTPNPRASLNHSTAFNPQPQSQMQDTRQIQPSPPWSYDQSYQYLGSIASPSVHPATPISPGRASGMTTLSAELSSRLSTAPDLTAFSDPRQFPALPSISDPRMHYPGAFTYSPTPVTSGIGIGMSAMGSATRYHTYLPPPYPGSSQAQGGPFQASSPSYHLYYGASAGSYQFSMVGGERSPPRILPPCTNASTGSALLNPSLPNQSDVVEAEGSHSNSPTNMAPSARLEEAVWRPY
Target sequence (Q13951 whole entry, looked up): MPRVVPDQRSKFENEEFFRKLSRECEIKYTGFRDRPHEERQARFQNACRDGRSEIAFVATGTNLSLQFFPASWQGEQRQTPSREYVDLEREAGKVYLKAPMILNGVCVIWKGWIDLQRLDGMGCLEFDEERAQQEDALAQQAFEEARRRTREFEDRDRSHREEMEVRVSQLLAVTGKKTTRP
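CBFb-His/RUNX1-biotin, 30 nM each, preincubated 20 min RT; compound 15 min RT; Ni + streptavidin beads 50 ng each, 90 min RT; AlphaScreen read.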
An asterisk follows results filed as active; ? = inconclusive; nt = no result given; & = joins results of further samples; [ ] = another dose, or the depositor's remark. Unless noted, calls come from the whole dose curve; as a rule, active = well fitted curve in the direction sought with a large enough effect; inconclusive = small, poorly fitted or top-dose-only effect, or another doubt; inactive = no such curve, though single readings can be large; an effect the other way counts as inactive or inconclusive.

SMILES	LMNA splice mod	GAA inhib	GAA glycogen mod	HTT cytoprotect	aGlu spleen mod	HttQ103 aggreg	CBFb-RUNX1 inh
CCOc1ccc(N(CC(=O)NCC(C)C)S(C)(=O)=O)cc1	2%	-10%	9%	-4%	-5%	-2%	4%
O=C(NCC1CCCO1)c1ccc(NC(=O)C2CCCCC2C(=O)O)cc1 (centres undefined)	3%	-1%	6%	3%	-3%	2%	1%
O=C(Nc1ccc(S(=O)(=O)NC2CCCCC2)cc1)c1ccco1	?	0%	-7%	8%[10 µM]	-3%	-20%	-1%
Cc1ccnc(NC(=O)CCC(=O)N(CC(=O)NC2CCCCC2)CC2CCCO2)c1 (centres undefined)	?	-7%	6%	1%	-1%	-20%	4%
COc1ccc(C2=NN(C)C(=NCc3ccccc3)SC2)cc1	0%	3%	5%	2%	6%	-15%	6%
COc1ccc2[nH]c(C)c(CCNC(=S)Nc3ccc(F)cc3)c2c1	5%[9.22 µM]	3%	-23%	21%	8%	-5%	-16%
CCOC(=O)c1oc2ccccc2c1NC(=O)c1cc(OC)cc(OC)c1	1%	-4%	-2%	-20%	-10%	0%	-1%
COCCn1c(=S)[nH]c2cc(C(=O)N3CCN(Cc4ccc5c(c4)OCO5)CC3)ccc2c1=O	?	-4%	1%	-13%	3%	?	0%
O=C(O)CSc1cccc2cccnc12	10%&3%	?	2%&0%	-10%&-30%	6%&2%	27%&-8%	-3%&-10%
Cc1ccc(NC(=O)c2ccco2)c(NC(=O)CN2C(=O)c3ccccc3C2=O)c1	1%	-11%	3%	6%[10 µM]	-1%	11%	3%
COC(=O)c1cc(=O)n(Cc2ccc3c(c2)OCO3)c(=Nc2ccc(F)c(Cl)c2)s1	7%	-4%	-9%	10%	4%	-4%	-3%
CCC(O)c1ccccc1 (centres undefined)	?	nt	nt	-11%	-4%&2%	-14%	7%&-5%
COC(=O)c1ccc(COc2ccc(/C=N/Nc3nc(C)cc(=O)[nH]3)cc2)cc1	nt	nt	-4%	7%[10 µM]	?	-10%[9.22 µM]	-2%
CC(C)(C)NC(=O)COC(=O)c1nsc(Cl)c1Cl	-11%	5%	6%	-5%[1.9 µM]	7%	-13%	9%
O=C(c1cccc(S(=O)(=O)N2CCOCC2)c1)N(Cc1ccc(F)cc1)Cc1ccco1	?	0%	-4%	-18%[10 µM]	10%	-4%	-4%
OC1c2ccccc2-c2nc3ccccc3cc21 (centres undefined)	nt	nt	nt	-91%[inhibitor]	19%	nt	-14%
O=C(NCC1CCCO1)NC1(C(F)(F)F)Oc2ccccc2O1 (centres undefined)	-9%	-2%	-19%	-55%[inhibitor]	-2%	-10%	0%
Cc1ccc(CNC(=O)c2cccnc2Sc2cccc(Cl)c2)cc1	nt	-10%[15.4 µM]	-10%	-29%[10 µM]	-1%	-10%[9.22 µM]	2%
Cc1cccc(NC(=S)NCCN(C2CCCCC2)C2CCCC2)c1	nt	1%	4%	-41%[inhibitor]	-7%	6%	-2%
COC(=O)c1ccccc1NC(=O)CSc1nc(N)cc(=O)[nH]1	1%[46 µM]	10%	4%	9%[10 µM]	4%	-2%[9.22 µM]	?
COC(=O)c1ccc(CSc2nnc3ccccn23)o1	5%	1%	10%	2%[10 µM]	-4%	-11%	9%
O=S(=O)(NCc1cn2ccccc2n1)c1cccs1	nt	nt	1%	4%[10 µM]	-7%	-15%[9.22 µM]	8%
CCCCC(=O)Nc1ccc(NC(=O)c2ccc(C)c([N+](=O)[O-])c2)cc1OC	-2%	0%	-5%	-1%[0.074 µM]	-2%	13%	5%
Cc1cc2n(n1)C(c1cn(-c3ccccc3)nc1C)Nc1c(C)cccc1-2 (centres undefined)	1%	-1%	-27%	-10%[10 µM]	-4%	11%	19%

Some entries already given, limited to LMNA splice mod, GAA glycogen mod and HttQ103 aggreg:
SMILES | LMNA splice mod | GAA glycogen mod | HttQ103 aggreg
O=C(NCC1CCCO1)NC1(C(F)(F)F)Oc2ccccc2O1 (centres undefined) | -9% | -19% | -10%
Cc1ccc(CNC(=O)c2cccnc2Sc2cccc(Cl)c2)cc1 | nt | -10% | -10%[9.22 µM]
Cc1cccc(NC(=S)NCCN(C2CCCCC2)C2CCCC2)c1 | nt | 4% | 6%
COC(=O)c1ccccc1NC(=O)CSc1nc(N)cc(=O)[nH]1 | 1%[46 µM] | 4% | -2%[9.22 µM]
COC(=O)c1ccc(CSc2nnc3ccccn23)o1 | 5% | 10% | -11%

(more compounds)
SMILES	LMNA splice mod	GAA inhib	GAA glycogen mod	HTT cytoprotect	aGlu spleen mod	HttQ103 aggreg	CBFb-RUNX1 inh
O=C1c2cccnc2C(=O)N1c1ccccc1-c1ccccc1	0%	-12%[15.4 µM]	-7%	-13%	2%	?	-14%
O=C(CN1CCN(Cc2ccccc2)CC1)c1c[nH]c2ccccc12	-4%	-5%	9%	-16%	3%	15%	9%
Cn1nc(C(F)(F)F)cc1Oc1ncc(C(F)(F)F)cc1Cl	-2%[46 µM]	-2%	5%	0%[10 µM]	-12%	-5%	-11%
NC1=NS(=O)(=O)NC1c1ccc(Br)cc1 (centres undefined)	7%[46 µM]	4%	-3%	-1%[10 µM]	8%	2%[9.22 µM]	7%
Cc1ccc(C(=O)CSc2nnc(COc3ccccc3)o2)cc1	6%[46 µM]	0%	-13%	10%[10 µM]	12%	7%[9.22 µM]	17%
COc1ccc(N(CC(=O)NCc2ccccc2)C(=O)Cn2nnc(-c3ccccc3F)n2)cc1OC	-19%[46 µM]	-3%	-8%	-3%[10 µM]	-2%	3%[9.22 µM]	4%
O=C(CNC(=O)c1ccco1)OCc1ccc(Cl)cc1	1%	-5%	4%	2%	-18%	-13%	?
O=C(C1Cc2ccccc2CN1S(=O)(=O)c1ccc(F)cc1)N1CCCCCC1 (centres undefined)	2%	-13%	6%	-12%[10 µM]	-3%	7%	0%
C/C(=N\n1nnnc1Nc1ccccc1)c1ccc(N)cc1	-2%	-2%	-1%	-2%[0.074 µM]	-10%	-11%	0%
Cn1nc([N+](=O)[O-])nc1Sc1nnnn1-c1cccc(C(=O)O)c1	nt	nt	-6%	13%[10 µM]	0%	11%[9.22 µM]	-4%
O=C(Nc1ccc(F)cc1)c1cc2c(s1)CCCC2	nt	nt	-6%	14%[10 µM]	2%	-23%[9.22 µM]	13%
O=c1c2cc(NC(=S)N3CCC(N4CCCCC4)CC3)ccc2nc2n1CCCCC2	-1%[9.22 µM]	1%	?	-12%	0%	-4%	7%

2 of the compounds above, with each value named:
O=C(CN1CCN(Cc2ccccc2)CC1)c1c[nH]c2ccccc12
  LMNA splice mod = -4%
  GAA inhib = -5%
  GAA glycogen mod = 9%
  HTT cytoprotect = -16%
  aGlu spleen mod = 3%
  HttQ103 aggreg = 15%
  CBFb-RUNX1 inh = 9%

Cn1nc([N+](=O)[O-])nc1Sc1nnnn1-c1cccc(C(=O)O)c1
  LMNA splice mod = nt
  GAA inhib = nt
  GAA glycogen mod = -6%
  HTT cytoprotect = 13%[10 µM]
  aGlu spleen mod = 0%
  HttQ103 aggreg = 11%[9.22 µM]
  CBFb-RUNX1 inh = -4%

(continued)
SMILES	LMNA splice mod	GAA inhib	GAA glycogen mod	HTT cytoprotect	aGlu spleen mod	HttQ103 aggreg	CBFb-RUNX1 inh
Cc1nc(C)c(C(=O)N2CCCC(CCC(=O)NCc3ccc(F)c(F)c3)C2)s1 (centres undefined)	nt	4%	-9%	-40%	?	-4%	5%
O=C(CCc1nnc(CCCc2ccccc2)o1)NCCN1CCOC1=O	?	?	17%	16%[10 µM]	-1%	28%[9.22 µM]	9%
CCOC(=O)CN1C(=O)C(CC)Oc2ccccc21 (centres undefined)	4%	2%	1%	-11%[0.074 µM]	-3%	11%	0%
Cc1nc(N2CCCCC2C)c2c(C)c(C(=O)Nc3ccccc3C(F)(F)F)sc2n1 (centres undefined)	-1%[46 µM]	-8%	-2%	-42%[inhibitor]	6%	-2%	12%
CNC(=S)NNC(=O)c1oc2nc(-c3ccccc3)cc(C)c2c1N	nt	nt	?	1%[10 µM]	-2%	-30%[9.22 µM]	-5%
O=C(C1=C(O)C(=O)N(CC2CCCO2)C1c1cccnc1)c1ccco1 (centres undefined)	-1%	-12%	3%	-12%[10 µM]	-10%	-3%	3%
CCOc1ccc2c(c1)C(=O)c1cc(OCC(=O)O)ccc1-2	nt	nt	-1%	-24%[10 µM]	-12%	0%[9.22 µM]	?
CC(=O)Nn1cnc2c(c1=O)C1(CCCC1)Cc1ccccc1-2	-6%	-1%	-1%	10%	6%	-13%	-5%
Cn1ncc(C#N)c1/N=C/N(Cc1ccccc1)Cc1ccccc1	?	?	-13%	27%	-6%	?	16%
N#CCCN1CCN(S(=O)(=O)c2ccc(S(=O)(=O)N3CCCCCC3)cc2)CC1	-7%	?	0%	5%[10 µM]	-5%	-17%	6%
Cc1ccccc1C1CC(=O)Oc2ccc(C(C)(C)C)cc21 (centres undefined)	nt	nt	nt	-35%[inhibitor]	11%[119 µM]	nt	0%[89.1 µM]
O=C(NC1CCCCC1)C(c1cccs1)N(C(=O)c1ccccn1)c1ccccc1 (centres undefined)	-10%	-4%	-2%	20%[10 µM]	0%	-7%	8%
CC1(C)CC(=O)C(C=NCCCn2ccnc2)=C(O)C1	10%	-14%	-7%	22%	1%	14%	-9%
CC/C(=N/NC(=O)c1ccccc1)c1ccc(OCCN2CCOCC2)cc1	4%	3%	-4%	nt	5%	-6%	-3%
CCn1c(SCc2ccc(C#N)cc2)nnc1-c1cccc(Cl)c1	2%	-3%	2%	-15%	-6%	16%	4%
COC(=O)[C@H](CCSC)NC(=O)N1CCN(Cc2ccccc2)CC1	-1%	-12%	-1%	-6%[0.074 µM]	2%	16%	-2%
Cc1ccc(/C=C/c2nc3ccccc3s2)s1	0%	-9%	-6%	-120%[inhibitor]	-3%	-7%	?
O=C(O)c1cccc([N+](=O)[O-])c1C(=O)Nc1nc2ccccc2s1	nt	-2%	1%	16%[10 µM]	0%	8%	2%
O=C(Nc1cccc(NC(=O)c2ccco2)c1)c1ccc([N+](=O)[O-])cc1	nt	-5%	7%	-9%	1%	14%	-11%

High-throughput results deposited in PubChem by National Center for Advancing Translational Sciences (NCATS).
